High-throughput results from PubChem.
rCAG binder – binds r(CAG) RNA repeats | 370,000 compounds, 1.3% hits | r(CAG) RNA repeat, TO-PRO-1 dye displacement fluorescence | inhibition, % at 3 µM;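 active = inhibition above the plate cutoff, the mean of all test compounds on that plate plus 3 SD, cut at about 35% in these data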;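 note: 0% = DMSO alone and 100% = 100 µM mitoxantrone as full dye displacement; higher means more dye released from RNA so lower well fluorescence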
ASAP1 inh – blocks human ASAP1-stimulated Arf1 GTP hydrolysis; Q9ULH1; GDP FP detection; inhibition, % at 16.5 µM; 360,000 compounds, 0.19% hits; in the data active = inhibition above about 25%;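 note: 0% = vehicle with enzyme and substrate and 100% = no enzyme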
proKLK7 act – activators of human kallikrein-7 zymogen. AID 652039. P49862. activation, % at 7 µM. 370,000 compounds, 0.9% hits. purified proKLK7, EDANS-DABCYL substrate fluorescence; 100% is mature enzyme control, 0% vehicle;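 active = activation above the mean of all tested compounds plus 3 SD, computed per campaign excluding outliers beyond control limits, cut at about 13% in these data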
Target sequence (P49862 whole entry, looked up): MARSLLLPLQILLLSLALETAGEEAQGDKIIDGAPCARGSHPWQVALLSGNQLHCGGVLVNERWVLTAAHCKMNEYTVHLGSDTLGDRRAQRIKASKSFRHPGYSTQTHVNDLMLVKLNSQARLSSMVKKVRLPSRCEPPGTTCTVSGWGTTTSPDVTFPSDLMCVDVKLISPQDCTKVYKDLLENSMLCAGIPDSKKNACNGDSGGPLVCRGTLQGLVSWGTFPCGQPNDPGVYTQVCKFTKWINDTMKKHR
ARFGAP1 inhibitor – inhibits rat ARF GTPase activating protein 1 | AID 651572 | Q62848 | Arfgap1-stimulated ARF1 GTP hydrolysis, GDP FP detection | inhibition, % at 16.5 µM | 360,000 compounds, 0.26% hits;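 active = inhibition above a per-plate limit, mean inhibition of low control wells plus 3 SD, cut at about 25% in these data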;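 note: 0% = DMSO wells with enzyme and 100% = wells lacking Arfgap1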
Target sequence (Q62848 1-136 limits assumed): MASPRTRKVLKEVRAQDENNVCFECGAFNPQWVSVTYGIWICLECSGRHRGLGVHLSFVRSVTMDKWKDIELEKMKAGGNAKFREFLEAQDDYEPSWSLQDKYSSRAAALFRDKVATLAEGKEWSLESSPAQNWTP
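Material: rat Arfgap1 catalytic domain, aa 1-136; also added: human ARF1(Δ1-17)-GTP substrate; compound dosing: one concentration, 16.5 µM, DMSO 1.26%; incubation: GTP hydrolysis reaction 2 h at 25 °C; measured by: Tracer-displacement fluorescence polarization with EDTA stop, 620/688 nm; evaluation: % inhibition from polarization; repeats: one replicate per compound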
GC-A act – GC-A (human) enzyme activation | P16066 | HEK293 GC-A cells, cGMP TR-FRET, EC30 ANP; 0% at EC30 ANP, 100% saturating ANP | activation, % at 10 µM | 370,000 compounds, 0.14% hits | AID 1671463; in the data active = activation above about 40%
sPLA2-III inh – Inhibits HGIII-sPLA2 liposome hydrolysis, primary screen | Q9NZ20 | QFRET BODIPY PC-A2 liposome hydrolysis, fluorescence | inhibition, % at 12.2 µM | 370,000 compounds, 0.56% hits | AID 743126;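 active = inhibition above mean plus 3 SD of compounds lying within the high and low control bounds, cut at about 19% in these data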;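 note: 0% = median of test compound wells and 100% = no enzyme DMSO wells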
ADAM10 inh – inhibits human ADAM10. 370,000 compounds, 0.62% hits. recombinant ADAM10, EDANS/DABCYL FRET peptide cleavage, 3 h. O14672. inhibition, % at 7 µM;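 active = inhibition above a per-campaign cutoff equal to the mean of compounds falling between control-based bounds plus 3 SD, cut at about 20% in these data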;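 note: 0% = DMSO wells while the 100% control is not disclosed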
GAA850 FXN act – frataxin GAA850 promoter activation | HEK293 lucGAA850 FXN promoter luciferase reporter, 24 h; percent of 10 µM SAHA response | activation, % at 6 µM | 360,000 compounds, 0.56% hits | AID 540364;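 active = activation above the average of all compounds screened plus 3 SD, cutoff fixed separately per campaign, cut at about 7.5% in these data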;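 note: 0% = DMSO wells and 100% = 10 µM SAHA wells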
GC-B act – GC-B (human) receptor activation. activation, % at 10 µM. 370,000 compounds, 0.11% hits. HEK293-GC-B cells, CNP EC30, cGMP TR-FRET; 0% at EC30 CNP, 100% saturating CNP. P20594;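 active = activation at 10 µM reaching about 35% in either raw or pattern-adjusted values, limit read from the data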
Tn6 DDE FP – disrupts Tn6 cyclic peptide binding to fibrin D-Dimer-E complex; P02675; Fibrin DD(E) TRITC-Tn6 fluorescence polarization displacement; inhibition, % at 8.3 µM; 370,000 compounds, 0.21% hits; AID 720509;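 active = inhibition above a per-campaign cutoff: mean of compounds within control limits plus 3 SD, cut at about 15% in these data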;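 note: 0% = median of all compound wells on the plate and 100% = blocking peptide control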
Target sequence (P02675 whole entry, looked up): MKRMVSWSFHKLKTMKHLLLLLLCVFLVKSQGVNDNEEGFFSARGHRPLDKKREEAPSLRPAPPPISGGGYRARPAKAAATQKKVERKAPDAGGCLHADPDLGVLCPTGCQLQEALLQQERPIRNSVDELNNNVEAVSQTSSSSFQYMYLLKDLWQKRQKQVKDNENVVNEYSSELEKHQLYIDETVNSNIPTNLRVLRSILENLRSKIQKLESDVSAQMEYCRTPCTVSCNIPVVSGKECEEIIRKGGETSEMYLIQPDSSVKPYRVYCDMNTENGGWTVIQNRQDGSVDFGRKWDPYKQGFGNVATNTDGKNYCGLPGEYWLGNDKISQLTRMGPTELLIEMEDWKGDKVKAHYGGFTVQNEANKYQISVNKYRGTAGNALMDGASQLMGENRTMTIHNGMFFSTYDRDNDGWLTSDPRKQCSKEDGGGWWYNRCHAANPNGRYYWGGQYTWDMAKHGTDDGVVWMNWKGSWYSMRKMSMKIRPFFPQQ
* marks the source's active call; other numbers are inactive results. Compounds as they come; 4.5% or so of the library scored in one or more.

CC1CCC(C(C)C)C(OC(=O)C[n+]2cccc(C(N)=O)c2)C1 (configuration not stated) was read as rCAG binder 4, ASAP1 inh -2, proKLK7 act 0.0, ARFGAP1 inhibitor -9, GC-A act 1, sPLA2-III inh -62, ADAM10 inh -8, GAA850 FXN act 0.5, GC-B act 7 and Tn6 DDE FP -9.
CC(C)C(=O)Nc1cccc(NC(=S)NC(=O)c2ccc(Cl)cc2)c1 was read as rCAG binder 1, ASAP1 inh -3, proKLK7 act 0.5, ARFGAP1 inhibitor 5, GC-A act 1, sPLA2-III inh -4, ADAM10 inh 2, GAA850 FXN act 1.1, GC-B act 1 and Tn6 DDE FP -1.
For COc1ccc(OC)c(Cc2nnc(CCC(=O)NC3CCCC3)o2)c1 the results were rCAG binder -8, ASAP1 inh -4, proKLK7 act 0.2, ARFGAP1 inhibitor 8, GC-A act -1, sPLA2-III inh 4, ADAM10 inh -3, GAA850 FXN act 1.3, GC-B act 5 and Tn6 DDE FP 0.
`COc1ccccc1N1CCN(CC(O)COc2ccc3c(C)cc(=O)oc3c2)CC1` (configuration not stated) gave rCAG binder -9, ASAP1 inh -11, proKLK7 act 0.5, ARFGAP1 inhibitor 2, GC-A act -7, sPLA2-III inh -2, ADAM10 inh -89, GAA850 FXN act -2.3, GC-B act -10 and Tn6 DDE FP -1.
`O=C(NCC(c1cccs1)N1CCOCC1)c1cc([N+](=O)[O-])cc([N+](=O)[O-])c1` (configuration not stated) gave rCAG binder -4, ASAP1 inh -1, proKLK7 act -0.4, ARFGAP1 inhibitor 1, GC-A act 1, sPLA2-III inh 6, ADAM10 inh 2, GAA850 FXN act -0.4, GC-B act 0 and Tn6 DDE FP -6.
For CCCn1c(=S)[nH]c2cc(C(=O)N3CCN(C(=O)OCC)CC3)ccc2c1=O the results were rCAG binder -2, ASAP1 inh 6, proKLK7 act 0.3, ARFGAP1 inhibitor -10, GC-A act -3, sPLA2-III inh 8, ADAM10 inh -6, GAA850 FXN act -1.3, GC-B act -4 and Tn6 DDE FP 5.
COc1ccc(NC(=O)COC(=O)CCc2nc3ccccc3c(=O)[nH]2)cc1Cl was read as rCAG binder 3, ASAP1 inh -8, proKLK7 act 0.5, ARFGAP1 inhibitor -5, GC-A act -1, sPLA2-III inh 9, ADAM10 inh -3, GAA850 FXN act 1.5, GC-B act -6 and Tn6 DDE FP -2.
For O=C(Nc1ccc(F)cc1)C1CCCO1 (configuration not stated) the results were rCAG binder 2, ASAP1 inh -7, proKLK7 act 0.2, ARFGAP1 inhibitor 3, GC-A act 1, sPLA2-III inh -1, ADAM10 inh -7, GAA850 FXN act 2.3, GC-B act 2 and Tn6 DDE FP 1.
For Cc1ccc(S(=O)(=O)Nn2c(O)c(C=C3N=c4ccccc4=N3)sc2=S)cc1 the results were rCAG binder 94*, ASAP1 inh 3, proKLK7 act -0.3, ARFGAP1 inhibitor -6, GC-A act -6, sPLA2-III inh -12, ADAM10 inh -11, GAA850 FXN act -1.2, GC-B act -5 and Tn6 DDE FP -7.
Cc1cc2nc(-c3cccc(Cl)c3)c(CC3CCCCC3)n2c(C)c1Br was read as rCAG binder 3, ASAP1 inh 4, proKLK7 act -0.4, ARFGAP1 inhibitor -3, GC-A act 0, sPLA2-III inh 5, ADAM10 inh 2, GC-B act 0 and Tn6 DDE FP -5.
`Cc1cccc(C2N(c3ccc(F)cc3)C(=O)C3CCCN32)c1` (configuration not stated) gave rCAG binder 4, ASAP1 inh -9, proKLK7 act -0.7, ARFGAP1 inhibitor -15, GC-A act -3, sPLA2-III inh 1, ADAM10 inh -8, GAA850 FXN act -3.7, GC-B act 2 and Tn6 DDE FP -2.
For CC(C)[C@H](NC(=O)c1ccco1)C(=O)OCC(=O)Nc1ccc(Cl)c(S(=O)(=O)N(C)C)c1 the results were rCAG binder 1, ASAP1 inh 0, proKLK7 act 0.1, ARFGAP1 inhibitor -9, GC-A act 1, sPLA2-III inh -14, ADAM10 inh 4, GAA850 FXN act 0.7, GC-B act -2 and Tn6 DDE FP -1.
`Clc1ccc(NNc2ccnc3cc(Cl)ccc23)cc1` gave rCAG binder 5, ASAP1 inh 7, proKLK7 act -0.4, ARFGAP1 inhibitor -4, GC-A act 1, sPLA2-III inh -5, ADAM10 inh 2, GAA850 FXN act -2.8, GC-B act 0 and Tn6 DDE FP 5.
Screening CCC(C(=O)NC1CCCC1)N(C(=O)c1snc(C(N)=O)c1N)c1ccc(OC)c(OC)c1 (configuration not stated) returned rCAG binder 0, ASAP1 inh 5, proKLK7 act 0.6, ARFGAP1 inhibitor 9, GC-A act 2, sPLA2-III inh 5, ADAM10 inh -23, GAA850 FXN act 1.3, GC-B act -11 and Tn6 DDE FP -7.
COc1ccc(OCCC(=O)OCC(=O)NC(=O)NC2CCCCC2)cc1 was read as rCAG binder -10, ASAP1 inh -1, proKLK7 act 0.4, ARFGAP1 inhibitor -6, GC-A act 8, sPLA2-III inh -9, ADAM10 inh -1, GAA850 FXN act 0.0, GC-B act -4 and Tn6 DDE FP 3.
For O=C(COc1ccc(S(=O)(=O)NC2CCCCC2)cc1Cl)NCC1CCCO1 (configuration not stated) the results were rCAG binder 2, ASAP1 inh 6, proKLK7 act 0.5, ARFGAP1 inhibitor -1, GC-A act 6, sPLA2-III inh -4, ADAM10 inh 6, GAA850 FXN act -1.4, GC-B act -10 and Tn6 DDE FP -2.
Cc1ccccc1OCC1CN(CN2CCOCC2)C(=O)O1 (configuration not stated) was read as rCAG binder 2, ASAP1 inh -5, proKLK7 act 0.3, ARFGAP1 inhibitor -2, GC-A act 3, sPLA2-III inh 6, ADAM10 inh 7, GAA850 FXN act -1.2, GC-B act 5 and Tn6 DDE FP -2.
`Cc1ccccc1S(=O)(=O)Cc1ccc(C(=O)N2CCN(c3ccc(F)cc3)CC2)o1` gave rCAG binder -8, ASAP1 inh 3, proKLK7 act 0.2, ARFGAP1 inhibitor -2, GC-A act 0, sPLA2-III inh -7, ADAM10 inh -7, GAA850 FXN act -1.2, GC-B act 0 and Tn6 DDE FP -1.
Screening COc1ccc(NC(=O)CSc2nccc(C)n2)cc1 returned rCAG binder 4, ASAP1 inh 10, proKLK7 act 0.4, ARFGAP1 inhibitor 10, GC-A act -4, sPLA2-III inh 6, ADAM10 inh 8, GAA850 FXN act 0.7, GC-B act 3 and Tn6 DDE FP -3.
Screening Cc1ccc(-n2ncc3c2CC(C)(C)CC3NC(=O)CCN2CCCCC2=O)cc1 (configuration not stated) returned rCAG binder -7, ASAP1 inh 13, proKLK7 act -0.8, ARFGAP1 inhibitor -4, GC-A act -1, sPLA2-III inh 6, ADAM10 inh -5, GAA850 FXN act 0.2, GC-B act -1 and Tn6 DDE FP 0.
For Cc1ccc2nc(/C(C#N)=C\c3ccc(N4CCCCC4)c([N+](=O)[O-])c3)[nH]c2c1 the results were rCAG binder 10, ASAP1 inh 3, proKLK7 act -1.4, ARFGAP1 inhibitor -5, GC-A act 6, sPLA2-III inh -4, ADAM10 inh -9, GAA850 FXN act 4.8, GC-B act 0 and Tn6 DDE FP -2.
For Cc1ccc(NC(=S)NCC2CCN(C(C)c3ccccc3)C2)cc1C (configuration not stated) the results were rCAG binder -8, ASAP1 inh -5, proKLK7 act 0.1, ARFGAP1 inhibitor -4, GC-A act -6, sPLA2-III inh 6, ADAM10 inh 1, GAA850 FXN act -1.1, GC-B act -5 and Tn6 DDE FP 1.
For CCCOc1ccc(C2NC(=S)NC(C)=C2C(=O)c2ccccc2)cc1OC (configuration not stated) the results were rCAG binder 4, ASAP1 inh -15, proKLK7 act 0.2, ARFGAP1 inhibitor 6, GC-A act 2, sPLA2-III inh 14, ADAM10 inh -3, GAA850 FXN act -0.1, GC-B act -3 and Tn6 DDE FP 1.
Screening Cc1ccc(NC(=O)c2cc(S(=O)(=O)N3CCOCC3)cn2C)c(C)c1 returned rCAG binder 0, ASAP1 inh 7, proKLK7 act 0.0, ARFGAP1 inhibitor -2, GC-A act 3, sPLA2-III inh 2, ADAM10 inh -10, GAA850 FXN act 0.6, GC-B act 0 and Tn6 DDE FP -2.
O=C(O)Cc1ccc(NC(=O)c2ccc(NC(=O)C3CC3)cc2)cc1 was read as rCAG binder -2, ASAP1 inh -10, proKLK7 act 0.1, ARFGAP1 inhibitor 2, GC-A act 2, sPLA2-III inh 2, ADAM10 inh -1, GAA850 FXN act 0.9, GC-B act 4 and Tn6 DDE FP 7.
Cc1ccc2nc(-c3ccncc3)c(NC3CCCC3)n2c1 was read as rCAG binder -9, ASAP1 inh 10, proKLK7 act -0.2, ARFGAP1 inhibitor 0, GC-A act 25, sPLA2-III inh 4, ADAM10 inh -9, GAA850 FXN act -1.4, GC-B act 28 and Tn6 DDE FP 1.
Screening Cc1ccc(NS(=O)(=O)c2ccc(C(=O)Nc3nncs3)cc2)cc1 returned rCAG binder 7, ASAP1 inh 8, proKLK7 act 0.7, ARFGAP1 inhibitor -6, GC-A act -1, sPLA2-III inh -15, ADAM10 inh 0, GAA850 FXN act -2.5, GC-B act -3 and Tn6 DDE FP -3.
For Cc1ccc(NC(=O)N2CCCN(C(=O)OC(C)(C)C)CC2)cc1Cl the results were rCAG binder -6, ASAP1 inh -1, proKLK7 act -0.7, ARFGAP1 inhibitor 1, GC-A act 1, sPLA2-III inh 9, ADAM10 inh -6, GAA850 FXN act 1.1, GC-B act 3 and Tn6 DDE FP 3.
Screening Nc1cccc(Oc2ccc([N+](=O)[O-])cc2)c1 returned rCAG binder -1, ASAP1 inh -8, proKLK7 act -0.2, ARFGAP1 inhibitor 0, GC-A act 6, sPLA2-III inh 10, ADAM10 inh -10, GAA850 FXN act 1.9, GC-B act 0 and Tn6 DDE FP -1.
COc1cccc(NC(=O)c2cnn(-c3ccccc3)c2C)c1 was read as rCAG binder -4, ASAP1 inh 7, proKLK7 act 0.5, ARFGAP1 inhibitor -3, GC-A act -1, sPLA2-III inh -3, ADAM10 inh 0, GAA850 FXN act 1.9, GC-B act 0 and Tn6 DDE FP -2.

Filtered by structure, the entries above with two or more sulfur atoms.
For Cc1ccc(S(=O)(=O)Nn2c(O)c(C=C3N=c4ccccc4=N3)sc2=S)cc1 the results were rCAG binder 94*, ASAP1 inh 3, proKLK7 act -0.3, ARFGAP1 inhibitor -6, GC-A act -6, sPLA2-III inh -12, ADAM10 inh -11, GAA850 FXN act -1.2, GC-B act -5 and Tn6 DDE FP -7.
Screening Cc1ccc(NS(=O)(=O)c2ccc(C(=O)Nc3nncs3)cc2)cc1 returned rCAG binder 7, ASAP1 inh 8, proKLK7 act 0.7, ARFGAP1 inhibitor -6, GC-A act -1, sPLA2-III inh -15, ADAM10 inh 0, GAA850 FXN act -2.5, GC-B act -3 and Tn6 DDE FP -3.
